Compound activity: PubChem BioAssay, several laboratories
Wee1 degr inh – blocks degradation of human Wee1 kinase; P30291; HeLa Luc-Wee1K328M stability, luciferase luminescence; 100% = proteasome inhibitor MG132 effect; reporter increase, % at 5 µM; hit rate 1.2% among 220,000; AID 1321;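 active = activation above the mean of all tested compounds plus 3 SD, set per screening run, cut at about 8.8% in these data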;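 also: cells exposed to compound for 20 h before luminescence read; 0% = DMSO alone and 100% = MG132 at 30 µM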
FXIIa inh 1536 – inhibitors of human coagulation factor XIIa | P00748 | purified FXIIa, Boc-QGR-AMC fluorogenic substrate, 2 h | inhibition, % at 5 µM | hit rate 0.3% among 220,000; in the data active = inhibition above about 40%;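 also: 0% = enzyme with no compound and 100% = blank without enzyme; many of its hits are not listed in these tables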
thrombin 1536 – inhibitors of human thrombin | P00734 | alpha-thrombin, Boc-VPR-AMC fluorogenic substrate cleavage | inhibition, % at 5 µM | hit rate 0.26% among 220,000 | AID 1046;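 active = inhibition at or above 40%; inactive = inhibition below 40%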;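 also: 0% = enzyme with no compound and 100% = wells without enzyme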
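System: human alpha-thrombin protein; Compound dosing: one concentration per compound, 5 µM, with 0.2% DMSO; Timing: reaction at room temperature; Technique: AMC fluorescence, 355/460 nm; Controls: enzyme without compound as high, wells lacking enzyme as low.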
14-3-3 Bad PPI – disrupts binding of bovine 14-3-3 zeta to phospho-Bad peptide | TR-FRET 14-3-3zeta/Dy647-pBad peptide displacement, 1 h | inhibition, % at 21.7 µM | hit rate 0.71% among 220,000 | AID 781;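 active = inhibition above about 70%, limit read from the data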;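 also: 0% = full 14-3-3 plus peptide FRET controls and 100% = background without 14-3-3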
Target sequence (P63103 whole entry, looked up): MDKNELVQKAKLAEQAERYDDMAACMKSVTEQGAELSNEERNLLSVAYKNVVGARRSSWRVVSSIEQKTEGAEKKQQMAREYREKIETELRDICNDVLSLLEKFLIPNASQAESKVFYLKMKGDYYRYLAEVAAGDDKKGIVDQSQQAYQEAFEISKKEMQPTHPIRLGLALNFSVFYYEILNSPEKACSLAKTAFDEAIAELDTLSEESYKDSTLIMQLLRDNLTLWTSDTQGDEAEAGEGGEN
Hck Nef HTS – blocks Nef-activated human Hck kinase; P08631; Recombinant Hck-YEEI plus Nef, Z-Lyte FRET kinase assay; inhibition, % at 20 µM; hit rate 0.68% among 220,000;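 active = Hck-Nef kinase inhibition above about 50%, limit read from the data; inactive = inhibition below that limit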;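 also: 0% = DMSO with Hck plus Nef and 100% = Hck alone without Nef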
Runt-SMMHC FRET – blocks binding of human RUNX1 Runt domain to CBFb-SMMHC; hit rate 0.74% among 220,000; Cerulean-Runt/Venus-CBFb-SMMHC FRET ratio 530/480, 1 h; Q01196+Q13951; inhibition, % at 20 µM;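 active = mean inhibition across duplicate retests at 20 µM reaching about 50%, limit read from the data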;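 also: 0% = DMSO wells and 100% = wells with excess untagged CBFb-SMMHC; inhibitors lower the FRET ratio by blocking Runt binding to CBFb-SMMHC; some results filed as inactive read as strong as hits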
hK5 inh – kallikrein 5 (human) inhibition | inhibition, % at 5 µM | Q9Y337 | hit rate 0.59% among 210,000 | AID 873 | recombinant hK5, fluorogenic AMC substrate cleavage;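 active = inhibition of 40% or more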;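 also: 0% = enzyme controls without compound and 100% = no-enzyme blanks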
Runt-CBFb FRET – inhibitors of human RUNX1 Runt domain binding to CBFb. Q01196+Q13951. Cerulean-Runt/Venus-CBFb FRET ratio 530/480, 1 h. inhibition, % at 20 µM. hit rate 0.46% among 220,000. AID 1496;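 active = inhibition over about 50% at 20 µM in the single-dose screen, limit read from the data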;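 also: 0% = DMSO wells and 100% = excess unlabeled CBFb competitor control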
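Measured by: fluorescence energy transfer, 422 nm excitation, 530/480 nm emission; Assay system: Cerulean-Runt domain; Medium: Tris pH 7.5 buffer with BSA; Measure: loss of energy transfer signal; Controls: 5 µM unlabeled CBFb as full-inhibition high control; Incubation: protein complex preformed 1 h, compound exposure 1 h, room temperature, dark.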
FXIa inh 1536 – blocks human coagulation factor XIa protease activity; P03951; inhibition, % at 5 µM; purified FXIa, Boc-Glu-Ala-Arg-AMC fluorogenic substrate; hit rate 0.14% among 220,000; AID 798;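 active = inhibition of at least 40%; inactive = inhibition below 40%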;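 also: fluorescence of freed AMC excited at 355 nm; 0% = enzyme without compound and 100% = no enzyme blank; many of its hits are not listed in these tables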
Target sequence (P03951 19-387 limits assumed): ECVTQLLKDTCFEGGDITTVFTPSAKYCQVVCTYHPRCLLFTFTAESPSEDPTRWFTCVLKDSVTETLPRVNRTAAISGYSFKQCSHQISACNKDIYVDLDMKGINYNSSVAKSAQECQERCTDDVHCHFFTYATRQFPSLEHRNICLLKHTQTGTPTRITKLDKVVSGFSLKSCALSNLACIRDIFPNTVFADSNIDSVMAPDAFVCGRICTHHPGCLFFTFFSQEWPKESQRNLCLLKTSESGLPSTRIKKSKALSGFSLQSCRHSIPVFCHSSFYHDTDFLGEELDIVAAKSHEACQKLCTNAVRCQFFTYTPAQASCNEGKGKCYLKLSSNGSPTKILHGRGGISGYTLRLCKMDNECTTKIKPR
Target sequence (P03951 388-625 limits assumed): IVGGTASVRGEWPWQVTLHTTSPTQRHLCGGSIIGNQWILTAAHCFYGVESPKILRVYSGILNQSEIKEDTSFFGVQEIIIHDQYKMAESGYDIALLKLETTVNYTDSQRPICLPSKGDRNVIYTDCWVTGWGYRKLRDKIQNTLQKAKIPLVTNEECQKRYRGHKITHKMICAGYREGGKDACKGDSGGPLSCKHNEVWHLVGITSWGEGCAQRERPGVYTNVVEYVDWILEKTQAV
* = called active by the depositor; / = not tested or not shown; [ ] = another dose, or the depositor's remark.

Wee1 degr inh,FXIIa inh 1536,thrombin 1536,14-3-3 Bad PPI,Hck Nef HTS,Runt-SMMHC FRET,hK5 inh,Runt-CBFb FRET,FXIa inh 1536,SMILES
7,9,-4,-4,18,4,-1,0,7,Oc1cccc(CCC2CCCCN2Cc2cn[nH]c2-c2ccc3c(c2)OCO3)c1 (centres undefined)
3,9,1,-3,-1,-4,-9,-1,-2,O=S(=O)(NC1CCCCC1)c1ccc(F)c2ccccc12
-3,0,2,21,1,-3,7,-8,1,O=C(C1CCN(S(=O)(=O)N2CCC3(CC2)OCCO3)CC1)N1CCC(Cc2ccccc2)CC1
3,2,-6,-4,14,2,-4,1,-3,N/C(=N\O)c1ccncc1
/,12,-2,2,65*,-19,2,4,3,CCC(=O)OC1(C)C(=O)C=C2C=C(c3ccsc3)OC=C2C1=O (centres undefined)
2,8,0,5,-2,0,-1,1,-4,COc1ccc(NC(=O)c2cccc(N3C(=O)NC4CC3(C)Oc3ccccc34)c2)cc1 (centres undefined)
4,9,24,18,-3,2,2,-3,6,CCOc1cc(/C=C/c2ccc3cccc([N+](=O)[O-])c3n2)ccc1O
3,13,0,-7[fluorescence artefact?],2,0,-27,-1,2,O=C(Nc1ccc(N2CCOCC2)cc1)C1CCCCC1
-2,5,-1,10,1,-4,2,0,1,Cc1ccc(-n2nnnc2SCC(=O)Nc2nc(-c3ccc(F)cc3)cs2)cc1C
4,15,11,-7,-3,-4,-3,4,-2,CC(=O)N1c2ccccc2NC2=C(C(=O)CCC2)C1c1ccco1 (centres undefined)
-2,8,-5,46,10,-1,-3,0,0,CCn1c(SC(C)C(=O)O)nc2sc3c(c2c1=O)CCC3 (centres undefined)
-2,15,0,10[fluorescence artefact?],6,-1,-20,-4,11,CCc1cc2cc(C)ccc2nc1SCC(=O)Nc1cc(C)on1
0,13,1,-6,0,-1,-8,-8,2,CCN(CC)S(=O)(=O)c1cccc(-c2cn3cc(C)ccc3n2)c1
3,7,2,68,-2,2,-2,-2,3,COc1cccc(C(c2nnnn2Cc2ccccc2)N2CCN(C3CCCC3)CC2)c1OC (centres undefined)
1,6,-4,-3,-12,-2,-1,-3,1,Cc1cc(C)c(NC(=S)N(C)C)cc1C
8,8,4,-22,12,-3,-7,-2,-3,O=C(OC1CCCCC1=O)c1ccc(S(=O)(=O)Nc2ccccc2)cc1 (centres undefined)
-1,10,-5,-12,0,11,-9,7,-5,Cn1c(-c2sccc2OCc2ccccc2)n[nH]c1=S
2,5,1,-1,0,2,-13,0,4,Cn1c(=O)n(C)c2cc(NC(=O)CCl)ccc21
-1,1,7,-14,14,-2,-11,-2,-6,CN(C(=O)COC(=O)CNC(=O)c1ccc(Cl)cc1Cl)c1ccccc1
-4,3,-2,11[fluorescence artefact?],-2,4,-10,-1,-3,COC(=O)C/C=C/[C@@H](C)[C@@H](/C=N/O[C@H](C)c1cn([C@@H]2COC[C@H]2O)nn1)NS(=O)(=O)c1ccc(C)cc1
-2,8,1,-3,-1,-4,-5,1,0,O=C(NC(Cc1ccccc1)c1ccc2c(c1)OCCCO2)c1ccc(F)cc1 (centres undefined)
-1,4,-1,-3,0,0,-5,-2,6,CCCCCCCCOC(=O)c1nc(Cl)c(Cl)c(N)c1Cl
1,1,1,2,5,2,6,0,-5,COCCNC(=O)Cn1c(=O)n(C)c2ccccc21
1,10,0,-1,3,3,0,3,2,O=C(Cn1c(=O)oc2cc(S(=O)(=O)N3CCCC3)ccc21)N1CCCC1
-1,19,37,-2,-2,2,37,-1,10,CC(C)(C)OC(=O)NNC1CC(=O)N(c2ccccc2F)C1=O (centres undefined)
-2,9,-13,3,0,4,-3,0,6,CCN(CC)C(=O)CSc1nc2ccsc2c(=O)n1CCCC(=O)NCCc1ccc(S(N)(=O)=O)cc1
12*,6,-10,-9,20,1,0,1,-2,CCN(CC)S(=O)(=O)c1ccc(C(=O)NCCc2ccccn2)cc1
3,21,-19,15,20,2,-7,-1,18,CCOC(=O)c1ccc(-c2ccc(/C=N/NC(=O)CN(c3cccc(C)c3)S(C)(=O)=O)o2)cc1
1,0,-6,-7,20,-1,-6,4,-7,Cc1[nH][nH]c(=O)c1C(c1ccc2c(c1)OCO2)c1c(C)[nH][nH]c1=O
-5,11,-2,10,3,0,-9,-1,11,CC(C)N1CCC(=NNc2ccc(S(=O)(=O)N3CCOCC3)cc2[N+](=O)[O-])CC1
0,16,-1,1,1,-3,-1,-2,4,COc1ccc(NC(=O)NCc2ccncc2)c(OC)c1
-2,2,-1,-5,5,-2,10,2,-5,Nc1cc(N)nc(CS)n1
1,6,-4,55,4,1,-14,0,-3,Cc1cc(Cl)cc(Cl)c1OCCOCCN(C)C
2,8,-4,-14,21,-8,1,-2,-2,CCC(C(=O)OCC(=O)Nc1cc(C)ccc1OC)c1ccccc1 (centres undefined)
-2,11,2,-4,4,-1,-11,-1,7,N/C(=N\OC(=O)Cc1ccccc1)c1ccc([N+](=O)[O-])cc1
4,14,1,-1,8,0,6,-2,3,CCO[C@H]1OC(C(=O)N2CCCCCCC2)=C[C@@H](c2coc3ccccc3c2=O)[C@@H]1CCCO
0,3,-6,8,-1,-4,0,11,-1,CCC(C)[C@H](NC(=O)OC(C)(C)C)C(=O)N/N=C/C1=Cc2ccccc2OC1 (some centres undefined)
-2,5,-4,7,0,1,-1,-1,-8,Clc1ccccc1C1=Nn2c(nnc2-c2ccncc2)SC1
-2,2,4,1,12,5,-6,1,-1,Cc1cc(C)nc(NS(=O)(=O)c2ccc(NC(=O)c3ccc4c(c3)OCCO4)cc2)n1
-1,5,2,-7,6,-34,-11,-13,1,O=C(CCCCCn1c(=S)[nH]c2ccc(N3CCOCC3)cc2c1=O)NC1CCN(Cc2ccccc2)CC1
/,5,-5,-4,26,0,-1,0,-3,COc1ccc(SC[C@H](CC(C)C)N2CCN(C)CCC2=O)cc1
0,9,9,-1,-6,10,-3,12,1,CCS(=O)(=O)Nc1cccc(C2=NN(S(=O)(=O)c3ccc(C)cc3)C(c3ccco3)C2)c1 (centres undefined)
1,10,-3,11,-20,-9,-4,8,1,CCOC(=O)C1(C)/C(=N/Nc2ccccc2Cl)C(=O)C(=O)N1c1ccccc1 (centres undefined)
6,-8,-4,2,1,-5,-6,5,4,O=C(Cn1cnc2c(oc3ccccc32)c1=O)N1CCCc2ccccc21
0,6,15,19[fluorescence artefact?],1,3,11,0,6,CCOC(=O)c1sc(SCC(=O)Nc2ccc(N(C)C)cc2)nc1N
5,10,-3,-6,22,-1,-1,0,-4,COc1ccc(C2=NN(C(=O)CSc3ncccn3)C(c3cccc(OC)c3OC)C2)cc1 (centres undefined)
-1,10,-3,-1,-8,-3,1,0,-7,O=C(CSc1nnnn1-c1ccccc1)Nc1ccc(Cl)cn1
3,10,-3,14[fluorescence artefact?],-30,2,-5,-3,2,COc1ccc(NC(=O)c2ccccc2-c2ccc(C(F)(F)F)cc2)cc1S(=O)(=O)N1CCOCC1
2,76*,34,14[fluorescence artefact?],3,-1,-23,3,43*,O=C1c2ccccc2C(=O)N1OS(=O)(=O)c1ccccc1
-1,14,-3,22,0,-104,6,-24,-1,COc1ccc2cc3cc(C(=O)Nc4ccc5c(c4)OCO5)oc3nc2c1
2,12,4,-8,-2,1,4,2,8,CC(C)(C)c1cc(C(=O)N/N=C/c2ccc(O)cc2)n(-c2ccccc2)n1
/,7,-1,-6,30,1,6,1,2,C[C@@H]1CC=C[C@H]2[C@H]1C(=O)N(Cc1ccccc1)[C@H]2c1ccc(-c2cc3ccccc3s2)cc1F
-2,14,101*,19,3,0,30,2,7,Cn1c(SCC(=O)N2c3ccccc3CCc3ccccc32)nnc1-c1cc2ccccc2cc1O
-1,10,0,15,0,-2,-27,1,5,CCOC(=O)CSc1nc(NC#N)nc(N(CC)CC)n1
1,8,-1,1,0,-2,-1,2,4,CCOC(=O)c1c(C)nn(-c2ncccc2NC(=O)NC(C)C)c1C
1,0,-6,-3,0,-7,1,2,-8,Cn1cccc1CC(=O)N/N=C/c1ccco1
-1,11,3,3,1,0,-8,0,3,C=CCn1c(COc2cccc3ccc(C)nc23)nnc1SCC(N)=O
-3,9,-3,-3,-2,-2,4,0,5,O=C(CCCc1c[nH]c2ccccc12)NCC1COc2ccccc2O1 (centres undefined)
-3,12,-4,-1,20,/,3,/,0,CC1C=CCC2C(=O)N(c3ccccc3OC(=O)c3ccco3)C(=O)C12 (centres undefined)

Structures shown so far with a nitro group on carbon (three):
Wee1 degr inh,FXIIa inh 1536,thrombin 1536,14-3-3 Bad PPI,Hck Nef HTS,Runt-SMMHC FRET,hK5 inh,Runt-CBFb FRET,FXIa inh 1536,SMILES
4,9,24,18,-3,2,2,-3,6,CCOc1cc(/C=C/c2ccc3cccc([N+](=O)[O-])c3n2)ccc1O
-5,11,-2,10,3,0,-9,-1,11,CC(C)N1CCC(=NNc2ccc(S(=O)(=O)N3CCOCC3)cc2[N+](=O)[O-])CC1
-2,11,2,-4,4,-1,-11,-1,7,N/C(=N\OC(=O)Cc1ccccc1)c1ccc([N+](=O)[O-])cc1
